proCasp3 act: procaspase-3 (human) activation | AID 463141 | activation, % at 8.5 µM | P42574 | recombinant procaspase-3 D3A, Ac-DEVD-pNA absorbance 405 nm | 0.11% of 330,000 active;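 active = activation above the mean of all tested compounds plus 3 SD, cut at about 21% in these data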;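 note: 0% = DMSO alone and 100% = DMSO wells spiked with extra 5 µM PC-3 D3A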
Target sequence (P42574 whole entry D9A/D28A/D175A): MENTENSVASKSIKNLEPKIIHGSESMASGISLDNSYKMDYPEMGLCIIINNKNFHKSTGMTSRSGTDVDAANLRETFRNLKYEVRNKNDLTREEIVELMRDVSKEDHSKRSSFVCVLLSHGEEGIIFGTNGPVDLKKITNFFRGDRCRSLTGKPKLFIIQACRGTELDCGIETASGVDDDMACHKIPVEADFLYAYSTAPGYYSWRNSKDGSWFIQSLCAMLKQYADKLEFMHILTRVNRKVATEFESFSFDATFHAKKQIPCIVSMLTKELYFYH
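Test system: Procaspase-3 D3A mutant; medium: Zinc-free HEPES/NaCl buffer with 0.01% Triton X-100 at pH 7.4; reagent: DEVD-pNA substrate; doses: one concentration, 8.5 µM nominal, 0.8% DMSO; times: 1 h preincubation plus 2 h reaction at 25 °C; signal: Epi-absorbance at 405 nm of released p-nitroaniline, 0 and 120 min; replicates: singlicate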
MEP2-GFP yeast: yeast TOR pathway MEP2-GFP modulation; AID 2016; S. cerevisiae MEP2-GFP strain, flow cytometry GFP, 3 h; 100% = DMSO control level; GFP response vs DMSO, % at 10 µM; 0.51% of 330,000 active;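 active = GFP response versus DMSO above a set limit, roughly screen mean plus 3 SD, cut at about 180% in these data; inconclusive = fewer than 70 cells counted for a yeast strain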;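 note: median GFP fluorescence of the barcode-gated MEP2-GFP cells per well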
procasp7 counter: counter-screen for procaspase-3 activators: activators of human procaspase-7; P55210; recombinant procaspase-7, Ac-DEVD-pNA absorbance 405 nm; D23A/D198A/D206A triple mutant, cannot self-cleave; scale: DMSO 0, 5 µM enzyme 100; activation, % at 8.5 µM; 0.093% of 330,000 active; AID 463210;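 active = percent activation above the screen-wide mean plus 3 SD, cut at about 25% in these data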
Target sequence (P55210 whole entry D23A/D198A/D206A): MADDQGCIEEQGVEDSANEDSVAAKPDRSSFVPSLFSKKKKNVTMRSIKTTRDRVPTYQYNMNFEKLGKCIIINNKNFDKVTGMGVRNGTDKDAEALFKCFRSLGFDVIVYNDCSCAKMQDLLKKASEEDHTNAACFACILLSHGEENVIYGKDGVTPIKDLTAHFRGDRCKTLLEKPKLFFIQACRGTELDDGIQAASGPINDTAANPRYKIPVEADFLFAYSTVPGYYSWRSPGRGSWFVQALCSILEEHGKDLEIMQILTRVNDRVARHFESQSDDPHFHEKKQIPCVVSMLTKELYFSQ
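Assay system – Uncleavable procaspase-7 mutant enzyme · Quantity – 2 µM procaspase-7 mutant as dispensed · Times – 1 h preincubation, 2 h reaction · Dosing – single nominal 8.5 µM compound dose, 0.8% DMSO final · Buffer or medium – Zinc-free 50 mM HEPES buffer, pH 7.4, with NaCl and Triton X-100 · Detection – Epi-absorbance of released pNA at 405 nm, two timepoints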
RPL19A-GFP yeast: alters RPL19A-GFP fluorescence in TOR pathway yeast screen | S. cerevisiae RPL19A-GFP strain, flow cytometry, 3 h; stronger effect = lower value | percent response vs DMSO, % at 10 µM | 0.3% of 330,000 active | AID 2025;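 active = percent response vs DMSO below 50%; inconclusive = fewer than 70 events counted for the yeast strain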;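 note: median channel GFP fluorescence of the barcoded RPL19A-GFP strain; ratio of sample median GFP to plate DMSO average so 100% = DMSO; lower means less RPL19A-GFP as with rapamycin TOR inhibition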
AHR activator: activates the human aryl hydrocarbon receptor; activation, % at 5 µM; AID 2796; 2.5% of 320,000 active; AHR-responsive luciferase reporter cells, luminescence; P35869; in the data active = activation above about 47%;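 note: 0% = vehicle wells and 100% = reference agonist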
LAP4 TOR yeast: alters LAP4-GFP fluorescence in TOR pathway yeast screen; GFP response vs DMSO, % at 10 µM; S. cerevisiae LAP4-GFP multiplex, flow cytometry GFP, 3 h; median GFP as percent of DMSO wells; 0.34% of 320,000 active; AID 2023;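 active = GFP response vs DMSO above a set limit, about the screen mean plus 3 SD, cut at about 150% in these data; inconclusive = under 70 cell events counted for the yeast strain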
Yeast superoxide: lowers age-related superoxide in aged yeast cells. S. cerevisiae aged cells, superoxide DHE fluorescence; stronger effect = lower value. superoxide response (% of plate mean), % at 10 µM. 0.18% of 330,000 active;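 active = superoxide response under a set limit, about three screen SD below normal, cut at about 65% in these data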;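 note: yeast aged for seven days with compound at 30 °C before DHE staining; 100% = average MFI of all compound-treated wells on the plate with controls excluded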
JMJD2C inh: human JMJD2C demethylase inhibition. 0.069% of 330,000 active. Q9H3R0. GST-JMJD2C(1-420) H3K9me3 demethylation, DELFIA europium. inhibition, % at 2.35 µM;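 active = more than half of a compound's replicate wells show inhibition beyond 50%, single wells judged on their own value; inconclusive = some, but no more than half, of replicates pass 50% inhibition; inactive = no replicate passes 50% inhibition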;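 note: signal counts dimethyl H3K9 product captured on neutravidin plate; 0% = median of DMSO wells and 100% = 0.3 times that DMSO median; strong numbers were not always called active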
Target sequence (Q9H3R0 1-420 limits assumed): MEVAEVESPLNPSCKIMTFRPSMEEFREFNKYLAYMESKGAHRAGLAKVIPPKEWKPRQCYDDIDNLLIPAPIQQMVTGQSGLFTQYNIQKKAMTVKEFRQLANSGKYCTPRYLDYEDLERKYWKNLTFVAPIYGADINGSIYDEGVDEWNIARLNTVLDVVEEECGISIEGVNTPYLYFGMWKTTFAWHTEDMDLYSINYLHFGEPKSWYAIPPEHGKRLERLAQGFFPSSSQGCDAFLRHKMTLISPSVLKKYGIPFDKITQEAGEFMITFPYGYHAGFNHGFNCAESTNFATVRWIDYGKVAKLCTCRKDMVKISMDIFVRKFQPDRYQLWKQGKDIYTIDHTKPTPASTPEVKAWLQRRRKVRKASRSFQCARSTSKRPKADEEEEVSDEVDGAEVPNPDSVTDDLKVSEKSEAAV
The depositor's hits bear a star; ? = inconclusive; / = no result given; [ ] = remark or other dose.

structure	Yeast superoxide	JMJD2C inh	AHR activator	procasp7 counter	LAP4 TOR yeast	MEP2-GFP yeast	RPL19A-GFP yeast	proCasp3 act
CCCn1c(=N)n(CC(=O)c2ccc(Cl)c(Cl)c2)c2ccccc21	98.9	2.4	66.2*	-1.1	99.4	111.3	108.0	-1.2
O=C(Cn1cncn1)N/N=C/c1cccc(Cl)c1	91.5	18.2	5.4	-10.0	98.4	102.8	102.0	2.9
COC(=O)CSc1nc2ccccn2c(=O)c1C=O	91.5	1.9	5.7	-26.9	111.4	103.9	96.8	-11.7
CCOC(=O)CNC(=O)Cn1cnc2c(nnn2-c2cccc(Cl)c2)c1=O	102.4	10.5	-1.4	8.6	110.7	105.3	101.6	-2.1
COc1ccc(NC(=O)Oc2cc(C)ccc2C(C)C)cc1	92.6	1.4	6.4	4.1	105.0	100.0	98.4	2.2
O=C(NCc1ccc(Cl)cc1)c1ccc(CNc2c(N3CCOCC3)c(=O)c2=O)cc1	106.2	4.1	-0.4	-3.2	103.2	97.7	102.3	5.0
COc1c(-c2ccc(O)cc2)oc2cc(O)cc(O)c2c1=O	105.5	/	-0.1	-9.0	105.8	103.9	94.7	14.5
Cc1ccc(C)c(NC(=O)c2cc(-c3ccccc3)nn2-c2ccccc2)c1	91.2	-2.1	8.2	0.3	94.2	98.7	98.5	6.6
COc1ccc(S(=O)(=O)N2c3ccccc3OCC2c2ccccc2)cc1 (centres undefined)	111.5	0.1	-1.8	-5.9	93.4	101.8	96.5	-8.0
O=C(NC1CC2CCC(C1)N2Cc1ccco1)c1ccccc1 (centres undefined)	94.7	58.9	3.2	-2.3	100.1	103.3	100.8	6.7
CC(NC(=O)C1CCC1)c1ccccc1 (centres undefined)	102.8	-0.8	0.8	6.8	?	161.4[may fluoresce violet]	62.3[may fluoresce violet]	0.4
O=C(Nc1nc(-c2ccncc2)cs1)c1ccco1	96.4	4.9	11.2	-6.2	104.3	111.6	100.2	-6.8
CCOc1cc(CNCCN(C)C)c(Cl)cc1OCC(=O)NCCc1ccccc1	107.5	6.4	3.7	3.3	93.9	99.4	96.9	-7.4
Cc1ccc(S(=O)(=O)Nc2ccccc2C(=O)Nc2sccc2C(=O)NN(C)C)cc1	93.5	8.1	8.8	-3.0	108.8	101.1	96.2	-5.2
CCn1c(COc2ccccc2C)nc2ccccc21	83.1	-2.1	-2.4	0.2	92.9	98.3	88.5	0.9
Cc1ccc(O)c(CNc2ccccn2)c1	94.2	-2.7	13.1	0.1	101.3	90.8	105.0	-3.3
COc1cccc(-c2nnc(SCC(=O)Nc3ccc4c(c3)OCCO4)n2Cc2ccco2)c1	88.3	15.1	6.1	-1.8	104.8	110.5	103.5	-3.1
C=CCN(CC=C)S(=O)(=O)c1ccc(NC(=S)NC(=O)/C=C/c2cccc3ccccc23)cc1	111.8	-7.8	2.2	-8.4	106.1	99.3	100.9	-4.1
COC(=O)c1ccccc1NC(=O)CSc1nnc(C(CO)NC(=O)c2ccccc2)n1C (centres undefined)	88.7	4.6	-0.5	6.2	94.7	105.3	99.2	3.9
CC1(C)Cc2ccccc2-c2nc3ccccc3c(=O)n21	99.6	-13.2	0.5	10.2	89.7	91.2	92.1	4.0
CCC(=O)Nc1ccccc1C(=O)OCC(=O)c1cccc2ccccc12	104.4	-1.6	2.2	8.8	94.6	92.6	99.8	2.5
Cc1ccc(NC(=S)N(Cc2ccc(Br)cc2)Cc2ccc(C(=O)O)cc2)cc1C	110.2	6.4	-1.2	3.7	104.8	93.2	97.0	1.5
Cc1cc(Br)c2[nH]c3c(c2c1)CCCC3=O	91.4	4.1	33.2	1.5	105.2	99.1	99.8	-7.3
COC(=O)c1cc(COc2ccc3c(c2)oc(=O)c2ccccc23)c(C)o1	90.2	8.3	-2.4	1.4	95.2	96.5	93.7	2.8
Cc1ccc(-n2nc3c(c2NC(=O)c2ccco2)CS(=O)(=O)C3)c(C)c1	94.7	3.8	-1.9	3.6	90.2	93.6	96.2	12.3
Cc1ccc(C(=O)Nc2ccccc2C(=O)O)cc1S(=O)(=O)Nc1ccccc1	98.2	-1.0	0.1	5.6	76.1	86.0	93.0	1.5
COC(=O)c1ccc(COc2ccccc2/C=N/NS(=O)(=O)c2ccc(C)cc2)cc1	118.8	7.8	2.5	13.4	87.5	108.4	77.5	1.8
CC1(C)Cc2c(ccc3ccccc23)/C(=C/C#N)N1	92.4	6.5	3.9	8.4	102.9	98.5	100.2	0.1
O=S(=O)(Nc1nc2ccccc2nc1N1CCN(c2ccccc2)CC1)c1ccc(F)cc1	95.3	7.7	23.0	-18.4	101.5	101.1	98.1	2.8
O=C(CN1C(=O)/C(=C\c2cccc(Br)c2)Oc2ccccc21)NCCCN1CCOCC1	105.0	22.7	-0.9	15.8	98.0	100.4	96.3	4.4

structure	Yeast superoxide	JMJD2C inh	AHR activator	procasp7 counter	LAP4 TOR yeast	MEP2-GFP yeast	RPL19A-GFP yeast	proCasp3 act
O=C(Nc1nc2c(Cl)ccc(Cl)c2s1)C1CC1	88.3	5.7	27.4	-6.3	98.2	98.7	104.0	-4.9
O=C(CNC(=O)c1cccs1)OCC(=O)c1ccccc1	115.1	12.2	-0.6	3.6	101.2	99.6	97.1	3.1
COC(=O)C1CCN(C(=O)/C=C/c2ccc3c(c2)OCO3)CC1	96.3	0.1	10.5	4.5	92.8	103.2	101.5	0.2
COc1ccc(/C=N/NC(=O)c2nc(Cl)c(Cl)c(N)c2Cl)cc1COc1ccccc1F	122.1	6.8	115.6*	0.5	93.2	120.5	93.0	1.9
O=c1cc(-c2ccccc2)nc2nc(-c3ccccc3)[nH]n12	117.2	-0.1	73.7*	3.2	105.9	112.3	101.8	3.0
Cc1ccc(-c2nnc(-n3nc(C)cc3C)c3ccccc23)cc1	92.7	10.4	3.1	-3.3	100.2	104.5	103.1	5.0
O=C(COc1ccccc1)NNC(=O)c1cc2ccccc2oc1=O	110.5	0.0	0.5	-6.0	85.6	97.0	100.1	-11.3
Cc1ccc(N2C(=O)CC(c3ccsc3)C3=C2CC(C)(C)CC3=O)cc1 (centres undefined)	81.0	0.9	-1.0	-2.8	93.1	96.7	106.5	-4.4
CC(=O)c1cn(-c2ccc(Cl)cc2)c(=O)[nH]c1=O	104.6	-16.5	3.3	-3.4	98.6	101.7	101.1	6.0
CCCCOC(=O)c1ccc(NC(=O)COC(=O)C2CSC3(C)CCC(=O)N23)cc1 (centres undefined)	86.5	-2.7	-1.3	4.1	96.0	97.2	91.7	10.6
COc1cc(C(=O)COC(=O)C2CCCCC2)cc(OC)c1OC	88.6	-0.4	0.7	8.2	95.0	95.0	95.4	-1.2
COCCNC(=O)C(c1ccc(Cl)cc1)N(CCOC)C(=O)CCC(=O)Nc1nccs1 (centres undefined)	90.8	-8.6	1.4	6.6	105.7	107.0	102.6	7.7
CN(C)CCCN(C(=O)c1ccc(S(=O)(=O)N2CCCCC2)cc1)c1nc2cc3c(cc2s1)OCO3	100.9	-4.7	-5.2	-3.0	94.8	87.0	91.9	-13.2
CCOc1ccc(NC(=O)CCC(=O)OC)cc1	101.6	-0.4	-0.5	-3.1	90.7	101.7	98.5	-6.4
Cc1ccc2oc(/N=C(\N)NC(=O)C3CC3)nc2c1	105.4	-1.0	-1.7	-2.3	110.3	88.7	76.6	-2.2
S=C1NCN(Cc2ccco2)CN1c1ccccc1	117.5	8.2	0.3	3.0	111.2	93.9	93.7	2.4
CCC(C)Sc1nc2c(c(=O)[nH]c(=O)n2C)n1Cc1ccc(Cl)cc1 (centres undefined)	108.6	-14.1	-2.0	1.9	89.4	97.3	99.4	-2.5
Cc1cc2oc(=O)cc(CN3CCOCC3)c2cc1C(C)C	92.8	4.0	5.6	8.4	91.7	104.7	99.9	7.8
COCc1cc(=O)n2[nH]c(C(C)(C)C)cc2n1	82.1	-13.0	3.1	0.7	103.4	98.0	94.8	11.1
COc1ccc(-c2csc3ncnc(N4CCN(S(=O)(=O)c5cccc(F)c5)CC4)c23)cc1	96.8	?	4.9	8.1	126.4	107.9	102.0	0.8
Cn1c(=O)c2c(nc(NCc3cccnc3)n2Cc2ccc(Cl)cc2)n(C)c1=O	109.1	7.8	1.3	0.7	88.2	78.7	97.2	-4.6
COC(=O)[C@]1(Cc2ccccc2)N[C@H](c2ccc(-c3cc(C(C)=O)cs3)cc2)[C@@H]2C(=O)N(C)C(=O)[C@@H]21	102.6	-3.4	0.7	-5.7	104.5	97.3	97.5	8.6
CC(=O)Nc1cccc(C(=O)/C=C/c2ccc(/C=C/C(=O)c3cccc(NC(C)=O)c3)cc2)c1	88.5	6.8	-5.0	8.3	94.8	103.2	101.8	5.2
Cc1ccc(C)c(NC(=O)Cn2nnc(-c3ccc(N4CCOCC4)cc3)n2)c1	104.4	-13.9	8.1	0.9	88.4	101.9	99.9	-8.8
COc1c(Cl)cc(Cl)cc1C(=O)Nc1ccc(C(=O)O)cc1	112.5	-3.8	0.1	9.6	109.1	101.2	96.5	-1.8
O=C(O)c1cc(-c2ccc(O)cc2)nc2ccccc12	93.1	4.8	-0.9	8.7	82.5	72.4	81.9	-2.5
O=C(O)c1ccccc1C(=O)N(c1ccccc1)c1ccccc1	100.9	3.9	-2.5	3.0	109.3	104.4	106.3	-8.2
COc1ccc(-c2cc(C(=O)NCC(c3ccco3)N(C)C)c3ccccc3n2)cc1OC (centres undefined)	78.2	-1.3	7.4	-0.2	108.8	100.3	95.9	11.2
Cc1ccc(C(=O)NC(=S)Nc2ccc3[nH]c(=O)[nH]c3c2)cc1	99.1	-3.2	14.7	-14.4	87.4	92.2	100.2	-6.7
COc1ccc(NC2CCCN(C(=O)c3ccc4nc(C)c(C)nc4c3)C2)cc1OC (centres undefined)	80.6	-5.9	0.9	-21.8	99.1	105.6	107.4	-26.4

structure	Yeast superoxide	JMJD2C inh	AHR activator	procasp7 counter	LAP4 TOR yeast	MEP2-GFP yeast	RPL19A-GFP yeast	proCasp3 act
O=C(c1ccco1)N1CCN(C(=O)c2ccccc2OCc2ccc(Cl)cc2)CC1	102.5	8.9	5.3	-4.2	101.5	99.1	94.4	6.6
COc1ccccc1OCCCn1c(=O)sc2ccccc21	70.7	6.9	12.1	-3.9	94.8	105.6	100.6	-4.6
S=C1NCCc2ccc(Cl)cc2C1c1ccccc1Cl (centres undefined)	100.1	-0.6	-0.2	6.1	103.0	107.5	93.4	5.5
Cc1cccc(N=C2NC(=O)/C(=C/c3cccs3)S2)c1	127.0	5.0	34.0	-3.0	96.9	92.8	103.2	1.3
O=C(COc1ccccc1F)N1c2ccccc2CCc2ccccc21	95.8	3.0	1.8	13.6	89.2	100.0	106.7	1.8

Source: PubChem BioAssay (several laboratories)
